BCLXL inh = blocks human Bcl-xL binding to Bim BH3 peptide; inhibition, % at 10.9 µM; actives 0.7% (n = 320,000); GST-Bcl-xL / FITC-Bim BH3 peptide fluorescence polarization; AID 2129;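 active means inhibition above the mean of all tested compounds plus 3 SD, cutoff set per campaign, cut at about 30% in these data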;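 further: 0% = DMSO wells and 100% = unlabeled Bim-BH3 peptide competitor; inhibitors lower millipolarization by displacing the labeled peptide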
Target sequence (Q07817 whole entry, looked up): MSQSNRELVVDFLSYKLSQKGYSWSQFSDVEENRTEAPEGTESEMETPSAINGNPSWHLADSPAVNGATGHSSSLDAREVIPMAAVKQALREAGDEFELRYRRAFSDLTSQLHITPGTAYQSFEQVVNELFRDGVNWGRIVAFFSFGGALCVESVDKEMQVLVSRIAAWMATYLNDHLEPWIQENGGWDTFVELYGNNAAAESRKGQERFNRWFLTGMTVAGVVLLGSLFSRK
ZTA DNA inh = blocks Epstein-Barr virus ZTA, an EBNA-1 counter-screen | ZTA-DNA binding, fluorescence polarization | actives 0.15% (n = 320,000) | P03206 | AID 2234 | inhibition, % at 11 µM; in the data active means inhibition above about 33%
Target sequence (P03206 whole entry, looked up): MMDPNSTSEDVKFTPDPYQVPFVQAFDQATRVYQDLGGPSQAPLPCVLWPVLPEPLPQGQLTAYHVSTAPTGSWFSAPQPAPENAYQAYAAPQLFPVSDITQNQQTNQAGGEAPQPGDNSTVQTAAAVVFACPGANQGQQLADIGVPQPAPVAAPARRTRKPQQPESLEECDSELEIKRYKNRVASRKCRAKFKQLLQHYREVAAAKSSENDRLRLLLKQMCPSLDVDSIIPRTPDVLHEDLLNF
MEX-5 binding = C. elegans MEX-5 TCR-2 RNA binding activity; activity score (negative = inhibition of binding), % at 10 µM; MEX-5/FITC-TCR2 RNA binding, fluorescence polarization; active compounds read low; actives 0.38% (n = 300,000); Q9XUB2;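 active means inhibition past about -25% in most replicates, and total fluorescence under double the plate's negative control median, limit read from the data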;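 further: 0% = DMSO and -100% = 5 µM competing unlabeled TCR2 RNA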
GLD-1 TGE inh = GLD-1-TGE RNA interaction inhibition (C. elegans) | Q17339 | purified GLD-1 + fluorescein TGE RNA, fluorescence polarization | inhibition, % at 5.96 µM | actives 0.44% (n = 320,000) | AID 2280;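 active means percent inhibition above a per-plate cutoff, the plate mean of test compounds plus 3 SD, cut at about 30% in these data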;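 further: 0% = DMSO wells with GLD-1 and probe and 100% = wells lacking GLD-1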
Fam108B inh = counter-screen for RBBP9 inhibitors: inhibitors of mouse Fam108B | actives 0.33% (n = 300,000) | recombinant Fam108B, FP-Rh probe fluorescence polarization | inhibition, % at 9.51 µM;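 active means inhibition above the screen mean inhibition plus 3 SD, computed separately per campaign, cut at about 18% in these data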;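 further: inhibitors lower polarization as less probe binds the enzyme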
MCL1 BIM primary = MCL1-BIM-BH3 interaction inhibition (human); GST-MCL1 / FITC-Bim-BH3 fluorescence polarization; Q07820; actives 0.68% (n = 320,000); inhibition, % at 10.9 µM;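 active means inhibition above the mean inhibition of all tested compounds plus 3 SD, set per campaign, cut at about 40% in these data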;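 further: 0% = DMSO wells and 100% = unlabeled Bim-BH3 peptide control; higher means more loss of mP so more displacement of Bim peptide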
Target sequence (Q07820 whole entry, looked up): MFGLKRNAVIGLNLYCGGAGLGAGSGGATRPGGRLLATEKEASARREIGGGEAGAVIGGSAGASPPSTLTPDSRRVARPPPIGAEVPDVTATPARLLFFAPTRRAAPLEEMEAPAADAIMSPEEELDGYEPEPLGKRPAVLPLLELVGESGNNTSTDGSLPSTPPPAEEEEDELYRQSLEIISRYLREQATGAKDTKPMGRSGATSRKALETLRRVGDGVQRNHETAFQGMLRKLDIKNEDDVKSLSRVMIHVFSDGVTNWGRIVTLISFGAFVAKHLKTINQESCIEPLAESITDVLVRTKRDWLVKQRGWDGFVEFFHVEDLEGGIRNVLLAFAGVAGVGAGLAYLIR
EBNA-1 inhibitor = blocks EBNA-1 binding to DNA; EBNA-1 DNA binding, fluorescence polarization; inhibition, % at 14.8 µM; actives 0.34% (n = 300,000); in the data active means inhibition above about 28%
Efflux pump inh = blocks antifungal efflux pumps in multiplex yeast assay | AID 485275 | inhibition, % at 10 µM | actives 0.44% (n = 330,000) | S. cerevisiae Candida pump triplex, Nile Red efflux;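 active means plate passing quality check with inhibition over a set limit, or well fluorescence over plate mean plus 4 SD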;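 further: Nile Red retained in pooled yeast measured as flow cytometry median fluorescence; 0% = buffer negative control and 100% = Enniatin B positive control; higher means more Nile Red kept so more efflux inhibition; some compounds called inactive have numbers as strong as hits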
CR mimetic SO = yeast age-related superoxide inhibition as caloric restriction mimetic. S. cerevisiae aged cells, superoxide DHE fluorescence; active compounds read low. superoxide response (% of plate mean), % at 10 µM. actives 0.18% (n = 330,000). AID 2690;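 active means superoxide response under a set limit, about three screen SD below normal, cut at about 65% in these data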;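 further: yeast aged for seven days with compound at 30 °C before DHE staining; 100% = average MFI of all compound-treated wells on the plate with controls excluded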
* = called active by the depositor; nt = no result given. Compounds were not picked by outcome (roughly 2.3% active in at least one column).

no.	canonical_smiles	GLD-1 TGE inh	Efflux pump inh	Fam108B inh	MCL1 BIM primary	EBNA-1 inhibitor
1	Cc1cccc(NC(=O)CN(C)S(=O)(=O)c2cccc3cccnc23)c1C	5	-0.1	-4	-6	-7
2	CCOC(=O)c1c(NC(=O)c2cccnc2Cl)sc(C(=O)N(C)C)c1C	4	0.0	-4	-2	-7
3	Cc1ccc(-n2nnc3c(=O)n(CC(=O)N4CCCC4)cnc32)cc1	4	0.1	2	2	-5
4	COc1ccccc1NC(=O)CCS(=O)(=O)c1ccc2c(c1)oc(=O)n2C	-6	0.0	6	1	-2
5	O=C(Nc1c(-c2cccs2)nc2ccccn12)c1ccccc1F	4	-0.1	1	0	-5
6	CC(O)Cc1nsc(NC(=O)c2ccc(Br)o2)n1 (configuration not stated)	-10	0.1	1	-3	-4
7	CC(=O)c1ccc(N2CCN(C(C)C(=O)NC3CCCc4ccccc43)CC2)cc1 (configuration not stated)	5	0.1	-5	-1	-1
8	c1coc(CN2CCN(C(c3cccs3)c3nnnn3C3CCCC3)CC2)c1 (configuration not stated)	2	0.0	0	1	6
9	COc1cccc2cc(C(C)N(CCCN3CCOCC3)C(=O)Nc3ccc(Cl)cc3)oc12 (configuration not stated)	3	0.1	0	0	-13
10	S=C(NCCN1CCOCC1)Nc1cccc(Cl)c1	1	-0.1	-3	7	3
11	CCOc1cc(CNC(=O)CN2C(=O)c3ccccc3S2(=O)=O)ccc1OC	-1	0.0	0	-5	7
12	COc1ccc(/C=C2\SC(=S)N(CCC(=O)NC3=NCCS3)C2=O)cc1OC	3	5.5*	-5	11	-7
13	CCOc1ccc(CSc2nc(C)cc(COC)c2C#N)cc1OCC	16	-0.1	-3	14	1
14	CN(C)CCn1c(=O)n(C2CCCCC2)c(=O)c2c3c(sc21)CCCCC3	-5	0.0	5	3	15
15	NS(=O)(=O)c1ccc(CCNC(=O)C2CCN(S(=O)(=O)c3ccc(Br)s3)CC2)cc1	-1	0.1	-2	2	4

no.	MEX-5 binding	BCLXL inh	ZTA DNA inh	CR mimetic SO
1	2.1	0	-12	108
2	2.3	2	8	99
3	-2.1	-1	-9	90
4	-0.2	2	-3	93
5	-0.3	1	4	100
6	-0.9	4	-12	99
7	1.5	1	-15	110
8	-3.1	3	18	104
9	-0.4	4	-12	97
10	1.0	-2	6	102
11	0.4	1	-6	98
12	nt	3	-15	106
13	4.2	18	11	115
14	0.3	3	18	104
15	-3.8	0	3	96

The listing continues:
no.	canonical_smiles	GLD-1 TGE inh	Efflux pump inh	Fam108B inh	MCL1 BIM primary	EBNA-1 inhibitor
16	Cc1nn(C)c(C)c1Sc1ccccc1N	-8	0.0	-4	-4	-2
17	COC(=O)[C@H](Cc1c[nH]c2ccccc12)NC(=O)Nc1ccccc1OC	2	-0.1	0	-2	-16
18	COc1ccc(S(=O)(=O)NCC(=O)N(CC(=O)NCC2CCCO2)c2c(C)cccc2C)cc1 (configuration not stated)	6	0.2	2	7	-5
19	O=C1CC(=O)C(n2cncn2)C(c2c(F)cccc2Cl)C1 (configuration not stated)	0	0.0	1	0	9
20	COc1cc(OC)c(OC)cc1CNC(=O)c1cc(=O)[nH]c2ccccc12	4	-0.2	6	-15	-9
21	O=C(O)c1cccc(NC(=O)c2ccc3c(c2)C(=O)N(c2ccccc2)C3=O)c1	0	-0.1	0	-2	-2
22	COc1ccc(C2=NN(c3ccccc3)C(=O)/C2=C\c2ccc(O)c(OC)c2)cc1	0	-0.3	4	-2	7
23	O=C(O)c1ccc(N/N=C/c2ccc(-c3cccc(Cl)c3)o2)cc1	7	-0.1	17	5	5
24	Cc1noc(C)c1/C=N/Nc1ccccn1	10	0.0	-11	-7	1
25	O=C(CCCOc1ccccc1)Nc1cccc(S(=O)(=O)N2CCCCCC2)c1	6	0.1	nt	-8	nt
26	CCN1CCN(CC(=O)Nc2cc(C)on2)CC1	-5	0.1	-4	-4	-1
27	CC(=O)NCC(=O)OCC(=O)c1ccc(C)cc1	7	0.0	-3	0	-4
28	Cc1cc(=O)oc2cc(OCC(=O)N3CCN(C(=O)c4ccco4)CC3)ccc12	4	0.0	4	0	-11
29	CC1CN(c2ccc(NC(=O)c3ccco3)cc2C(=O)O)CC(C)O1 (configuration not stated)	1	0.0	0	-2	-10
30	O=C(Nc1ccc(F)cc1)NC1CCCc2ccccc21 (configuration not stated)	8	-1.3	1	-7	-3

no.	MEX-5 binding	BCLXL inh	ZTA DNA inh	CR mimetic SO
16	2.4	2	15	109
17	-2.9	1	-3	96
18	-0.9	4	6	92
19	-1.0	3	10	100
20	3.6	0	-20	84
21	-0.7	0	2	99
22	0.6	-1	11	101
23	1.3	7	-4	87
24	2.1	0	5	92
25	nt	-7	-5	88
26	3.1	1	8	105
27	-1.8	2	-2	87
28	-0.4	-1	11	90
29	nt	-3	5	101
30	-2.8	-3	-3	79

(continued)
no.	canonical_smiles	GLD-1 TGE inh	Efflux pump inh	Fam108B inh	MCL1 BIM primary	EBNA-1 inhibitor
31	Cc1ccccc1N(C(=O)c1snc(C(N)=O)c1N)C(C(=O)NCC1CCCO1)c1ccc(F)cc1 (configuration not stated)	-5	0.5	0	1	-8
32	Cc1ccc(NC(=O)COC(=O)c2cc(Cl)cc(Cl)c2)c(Br)c1	2	-0.1	8	0	7
33	O=C(Nc1ccc(Cl)cc1)c1ccc(S(=O)(=O)N2CCOCC2)cc1	6	0.1	-3	1	-2
34	COc1ccccc1CNC(=O)CCS(=O)(=O)Cc1ccc(C)cc1	5	-0.2	4	3	0
35	Cc1ccc(CNC(=O)C2CCC(CNc3c(N4CCOCC4)c(=O)c3=O)CC2)cc1 (configuration not stated)	0	0.0	0	4	7
36	CCOc1ccc(CCNC(=O)Cn2cccc2C(=O)c2ccccc2C)cc1OCC	4	-0.3	0	0	4
37	CCc1cc(=O)oc2c(C)c(OCC(=O)NCCCn3ccnc3)ccc12	-7	-0.1	4	6	10
38	CC1(C)C2CCC1(CS(=O)(=O)Nc1ccc(S(=O)(=O)N3CCCC3)cc1)C(=O)C2 (configuration not stated)	-8	0.2	0	6	7
39	Cc1ccc2c(c1)CCCN2C(=O)c1ccoc1C	0	-0.2	1	5	9
40	O=C(NCc1ccccc1)c1ncn(Cc2ccccc2)c1C(=O)NCc1ccccc1	2	0.8	nt	-2	nt
41	COc1ccc(CN(C(=O)c2oc3cc(C)ccc3c2C)C2CCS(=O)(=O)C2)cc1OC (configuration not stated)	-1	0.0	3	6	11
42	Cc1ccccc1NC(=O)CSc1ccc(-c2ccccn2)nn1	3	-0.1	1	0	4
43	CCN(c1ccccc1)S(=O)(=O)c1cc(C(=O)NCc2ccco2)ccc1C	-2	0.3	nt	6	nt
44	Brc1cccc(C2CC(c3ccccc3)n3nnnc3N2)c1 (configuration not stated)	1	-0.1	4	7	12
45	Cc1cc(OCCCC(=O)NNC(=O)c2ccncc2)ccc1Cl	-4	-0.6	1	2	-5

no.	MEX-5 binding	BCLXL inh	ZTA DNA inh	CR mimetic SO
31	1.4	4	9	119
32	-1.8	2	-6	101
33	-1.1	0	-16	91
34	-1.5	1	-19	94
35	0.3	0	7	99
36	0.0	5	1	92
37	3.4	8	-1	101
38	0.4	2	-6	81
39	-0.9	2	13	107
40	nt	-2	7	93
41	0.3	4	20	102
42	2.1	4	-13	104
43	nt	4	7	92
44	-2.8	11	4	99
45	0.1	5	-15	96

5 compounds out of the list, sorted by number of heavy atoms, highest first:
no.	canonical_smiles	GLD-1 TGE inh	Efflux pump inh	Fam108B inh	MCL1 BIM primary	EBNA-1 inhibitor
12	COc1ccc(/C=C2\SC(=S)N(CCC(=O)NC3=NCCS3)C2=O)cc1OC	3	5.5*	-5	11	-7
34	COc1ccccc1CNC(=O)CCS(=O)(=O)Cc1ccc(C)cc1	5	-0.2	4	3	0
5	O=C(Nc1c(-c2cccs2)nc2ccccn12)c1ccccc1F	4	-0.1	1	0	-5
44	Brc1cccc(C2CC(c3ccccc3)n3nnnc3N2)c1 (configuration not stated)	1	-0.1	4	7	12
6	CC(O)Cc1nsc(NC(=O)c2ccc(Br)o2)n1 (configuration not stated)	-10	0.1	1	-3	-4

no.	MEX-5 binding	BCLXL inh	ZTA DNA inh	CR mimetic SO
12	nt	3	-15	106
34	-1.5	1	-19	94
5	-0.3	1	4	100
44	-2.8	11	4	99
6	-0.9	4	-12	99

Next section:
no.	canonical_smiles	GLD-1 TGE inh	Efflux pump inh	Fam108B inh	MCL1 BIM primary	EBNA-1 inhibitor
46	O=C(NCCSCc1ccccc1)c1ccc(F)cc1	0	0.1	9	7	-1
47	Cn1c(O)c(N=NC(=O)CNC(=O)c2ccco2)c2ccccc21	4	0.1	-5	6	4
48	CCOC(=O)N1CCN(C2=C(NS(=O)(=O)c3ccc(C)cc3)C(=O)c3ccccc3C2=O)CC1	5	0.1	4	1	1
49	CCOc1ccccc1NC(=O)c1ccc2c(c1)C(=O)N(CC(C)C)C2=O	4	-0.1	-4	4	-4
50	O=C(CSCc1ccc(Cl)cc1)Nc1ccc(Br)cc1C(=O)O	1	0.1	-4	6	4
51	Nc1nc(Nc2ccccc2F)nc(NCc2ccccc2)c1[N+](=O)[O-]	-3	0.1	3	0	-8
52	CC(CNS(=O)(=O)c1ccccc1)Sc1nncn1C (configuration not stated)	-2	0.4	-2	4	-10
53	CCCCC(=O)Nc1ccc(NC(=O)c2cccnc2)cn1	7	-0.1	-1	18	-5
54	CCC(=O)Nc1cccc(C(=O)OC)c1	6	0.1	3	-2	2
55	O=C(C1CCN(c2nnnn2-c2ccccc2)CC1)N1CCN(c2ccccc2)CC1	6	0.2	0	-1	-6
56	Cc1ccc(-c2csc3ncnc(NCCC(=O)O)c23)cc1C	0	-0.1	2	2	0
57	CCN(CCn1cccn1)C(=O)C1CCC(=O)N(CC2CCCCC2)C1 (configuration not stated)	-5	0.9	6	0	-4
58	O=C(N/N=C\c1ccc(Br)o1)C1COc2ccccc2O1 (configuration not stated)	-7	0.2	-1	5	3
59	COc1cc(CCC(=O)OCC(=O)Nc2c(C)cccc2C(C)C)cc(OC)c1OC	-1	2.7	-1	3	-9
60	NC(=O)c1sc2nc(N3CCCCC3)c3c(c2c1N)CCCC3	-2	0.3	1	5	-3
61	CN(C)S(=O)(=O)c1cc(S(=O)(=O)N(C)C)c(Cl)cc1N	-4	0.1	0	3	-9
62	Cc1ccc(C)c(N2CCN(CC(=O)Nc3ccc4[nH]c(=O)[nH]c4c3)CC2)c1	-3	0.0	1	3	2
63	Cc1cc(C)cc(NC(=O)C2CCN(c3nccs3)CC2)c1	-6	0.1	-3	-9	-9

no.	MEX-5 binding	BCLXL inh	ZTA DNA inh	CR mimetic SO
46	0.5	6	1	98
47	-4.3	7	-17	124
48	-1.8	-1	11	195
49	1.4	3	-6	113
50	-2.4	5	16	115
51	-5.6	2	-12	113
52	1.0	4	-8	119
53	-2.3	12	-16	94
54	-1.9	-1	13	111
55	-2.3	1	-6	98
56	0.8	8	8	108
57	1.7	2	-1	115
58	1.1	8	-15	91
59	0.4	2	-18	97
60	-1.9	7	-14	114
61	-0.3	1	-1	101
62	0.0	5	-2	80
63	2.5	-6	3	104

A few values from the entries so far.
Reading for cpd 59 under MCL1 BIM primary: 3
Reading for cpd 49 under MCL1 BIM primary: 4

Screening results as filed in PubChem BioAssay.
